MLL CXXC-DNA inh: MLL CXXC-DNA interaction inhibition. Potency, µM (titrated, usually from 115 µM), for inactives: top-dose activity change, negative = inhibition, actives largely listed as inhibitors. MLL-CXXC / FITC-HOXA9 DNA fluorescence polarization. 0.037% of 290,000 active. Q03164; active = well fitted inhibition curve with a large enough effect in the polarisation, with a control signal flat, not every such curve was filed as active; inconclusive = small, poorly fitted or top-dose-only effect, or effect the other way, or a change in a side signal; inactive = no such curve, though single readings can be large or run the other way; the % refers to the polarisation; note: potency is the fitted concentration of half-maximal effect
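Fluorescence polarization: 7 uM MLL-CXXC (stock) preincubated 5 min with compounds, then 50 nM fluorescein-HOX-A9 DNA (stock) added; 30 min ambient. Buffer 50 mM Tris-HCl pH 7.5, 50 mM NaCl, 1 mM DTT, 0.05% BSA.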
Giardia kill: Giardia lamblia killing | Giardia lamblia trophozoite viability | activity change, % at 7.66 µM, hits read low | 0.15% of 340,000 active | AID 540267; in the data active = activity change below about -80%; inconclusive = between about -30% and that limit;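 note: parasites exposed to compound for two days anaerobically before the ATP read; % is set by controls: 0 for no effect and ±100 for the full control effect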
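Each well holds 100 Giardia trophozoites and compound. After two days (48 hrs) at 37 deg C in anaerobic conditions, ATP is quantified by luminescence.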
KCNH2 3.1 inh: inhibitors of human KCNH2 3.1 potassium channel isoform; U2OS KCNH2 3.1, thallium flux FluxOr; stronger effect = lower value; activity change, % (tested at about 1.8 µM); 0.95% of 340,000 active;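 active = maximum activity change below -70%; inconclusive = maximum activity change from -70% to -50%; inactive = maximum activity change above -50%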;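 note: thallium influx rate constant from kinetic fluorescence after stimulation buffer; % is set by controls: 0 for no effect and ±100 for the full control effect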
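Kinetic fluorescence (2 min after stimulation buffer) measures Tl+ influx through KCNH2 3.1 expressed by viral transduction in U2OS cells; the rate constant is normalized against DMSO controls serving as positive and negative references.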
Coupling enz: coupling enzyme interference in Giardia aldolase counter-screen; coupling enzyme system counterscreen, AmpLite Red fluorescence; activity change, negative = inhibition, % at 58.2 µM, hits read low; 0.67% of 290,000 active; AID 2472; in the data active = activity change below about -30%; note: % is set by controls: 0 for no effect and ±100 for the full control effect
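Fluorescence at 525 nm excitation and 598 nm emission measured inhibition of the coupled detection system without aldolase. Compounds (at 57.5 uM final) were preincubated 10 min at room temperature with coupling enzyme reagent before a 20 min substrate/AmpLite Red step.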
B2AR arrestin: agonists driving beta-arrestin recruitment to human beta2-adrenergic receptor. beta-arrestin recruitment to beta2AR, cell-based reporter. Potency, µM (top dose mostly 46.1 µM), for the others: at the highest dose activation, most hits filed as activators. 0.02% of 330,000 active. AID 492947;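 note: potency is the fitted concentration of half-maximal effect; 0% = DMSO controls and full agonism = EC100 isoproterenol or metaproterenol; nearly all actives have a fitted effect of over 65% in size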
Menin MLL FP TR: menin-MLL binding inhibition, Texas Red mutant peptide | Potency, µM (top dose mostly 61.6 µM), for the others: at the top dose FP activity change, negative = inhibition, actives largely listed as inhibitors | 0.23% of 270,000 active | AID 1768 | Menin + Texas Red MLL mutant peptide, fluorescence polarization | O00255; active = well fitted inhibition curve with a large enough effect in the polarisation, with a control signal flat, not every such curve was filed as active; inconclusive = small, poorly fitted or top-dose-only effect, or effect the other way, or a change in a side signal; inactive = no such curve, though single readings can be large or run the other way; the % refers to the polarisation; note: potency is the fitted concentration of half-maximal effect; % of control where 0% means no effect; many of its hits are not listed in these tables
Target sequence (O00255 whole entry, looked up): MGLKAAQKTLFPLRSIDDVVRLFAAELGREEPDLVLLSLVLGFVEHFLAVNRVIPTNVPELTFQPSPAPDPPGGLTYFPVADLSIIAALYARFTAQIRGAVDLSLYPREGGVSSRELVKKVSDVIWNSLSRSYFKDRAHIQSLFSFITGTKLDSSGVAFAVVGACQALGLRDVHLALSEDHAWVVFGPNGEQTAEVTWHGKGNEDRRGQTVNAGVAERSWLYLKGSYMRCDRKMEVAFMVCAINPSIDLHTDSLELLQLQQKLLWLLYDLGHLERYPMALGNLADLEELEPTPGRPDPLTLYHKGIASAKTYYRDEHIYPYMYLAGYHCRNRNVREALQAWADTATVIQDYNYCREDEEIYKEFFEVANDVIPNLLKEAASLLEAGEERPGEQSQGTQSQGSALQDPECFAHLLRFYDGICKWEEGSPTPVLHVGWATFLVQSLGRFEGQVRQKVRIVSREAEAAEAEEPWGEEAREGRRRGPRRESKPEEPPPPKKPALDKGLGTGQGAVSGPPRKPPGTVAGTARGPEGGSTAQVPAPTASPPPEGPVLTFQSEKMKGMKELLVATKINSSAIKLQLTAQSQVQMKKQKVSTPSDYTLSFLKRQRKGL
hERG WT inh: blocks the wildtype human KCNH2 potassium channel. AID 720551. 0.37% of 340,000 active. U2OS, BacMam KCNH2, thallium flux FluxOr; stronger effect = lower value. activity change, % at 1.84 µM. Q12809;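 active = maximum activity change below -70%; inconclusive = maximum activity change between -70% and -50%; inactive = maximum activity change above -50%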; note: % is set by controls: 0 for no effect and ±100 for the full control effect
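U2OS cells were transduced with wild-type KCNH2 virus (2.03 x 10^8 / mL) for 4 h at room temperature, then cultured overnight at 37 C. Thallium flux was read with FluxOr dye. Rate constants were normalized to DMSO controls.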
USP2a inh: USP2a (human) protease inhibition; USP2 core, Ub-CHOP2 coupled fluorogenic reporter, 485/531; O75604; Potency, µM (highest dose often 38.3 µM), for the others: at the top dose activity change, negative = inhibition, hits mostly inhibitors; AID 463254; 0.01% of 330,000 active;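 note: potency is the fitted concentration of half-maximal effect; plate controls were DMSO wells for no effect and full inhibition by NEM control for full effect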
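Cell-free coupled assay: 10nM USP2 core preincubated 30min RT with compound in Tris-HCl pH 8.0/CaCl2/CHAPS buffer, then 25nM Ub-CHOP2 and 25nM reporter substrate; fluorescence (Ex 485/Em 531) read after 60min RT, normalized to NEM inhibition, concentration-response curves fitted.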
GALK inhibitor: blocks human galactokinase activity; P51570; Purified GALK, Kinase-Glo residual ATP luminescence; Potency, µM (highest dose often 57.5 µM), without a hit: at the highest dose activity change, negative = inhibition, usual class: inhibitors; 0.007% of 270,000 active; note: potency is the fitted concentration of half-maximal effect; % is set by controls: 0 for no effect and ±100 for the full control effect
Target sequence (P51570 whole entry, looked up): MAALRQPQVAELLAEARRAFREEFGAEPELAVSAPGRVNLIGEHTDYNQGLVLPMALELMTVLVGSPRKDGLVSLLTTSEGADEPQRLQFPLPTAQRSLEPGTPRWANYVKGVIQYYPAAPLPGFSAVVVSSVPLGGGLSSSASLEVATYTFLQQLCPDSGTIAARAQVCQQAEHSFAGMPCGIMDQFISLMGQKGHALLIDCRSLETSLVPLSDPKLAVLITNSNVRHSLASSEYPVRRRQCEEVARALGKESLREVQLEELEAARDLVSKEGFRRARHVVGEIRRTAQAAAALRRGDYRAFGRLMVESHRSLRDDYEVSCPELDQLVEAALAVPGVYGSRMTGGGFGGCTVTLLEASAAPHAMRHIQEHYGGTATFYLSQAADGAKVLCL
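Human GALK (5 nM) with 35 uM ATP and 100 uM galactose in 20 mM HEPES pH 8.0, 5 mM MgCl2, 60 mM NaCl, 1 mM DTT, 0.01% BSA. After 1 h at room temperature, leftover ATP was read by Kinase-Glo Plus luminescence.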
TRPV1 agonist: agonists of human vanilloid receptor 1 (TRPV1); Q8NER1; TRPV1-expressing cells, Fluo-8 calcium influx, agonist mode; activation, % at 8.33 µM; 0.19% of 320,000 active; in the data active = activation above about 80%; inconclusive = between about 30% and that limit; note: 0% is about no effect
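Cells expressing TRPV1 were dye-loaded with Fluo-8 and read kinetically: 10 s baseline, 3 min after compound (agonist portion), then 2 min after EC20 capsaicin (allosteric enhancer portion). Calcium-bound dye fluorescence at 480/520 nm.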
PKM2 activator: increases activity of human pyruvate kinase M2 | AID 1631 | 0.34% of 260,000 active | Potency, µM (series often up to 57.5 µM), for the others: at the top dose activation, most hits filed as activators | P14618 | purified PKM2, Kinase-Glo ATP luminescence, activation; response scale: 0% is enzyme alone, no compound; note: potency is the fitted concentration of half-maximal effect; % is set by controls: 0 for no effect and ±100 for the full control effect; nearly all actives have a fitted effect of over 55% in size
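Kinase-Glo luminescence reports ATP generated from ADP (0.1 mM) and PEP (0.5 mM) by purified hPK-M2 after 1 h at room temperature, pH 7.2 imidazole buffer; intermediate enzyme activity allows detecting inhibitors and activators.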
* marks the source's active call; other numbers are inactive results; ? = inconclusive; . = not tested or not shown; & = joins results of further samples. Unless noted, calls come from the whole dose curve; as a rule, active = well fitted curve in the direction sought with a large enough effect; inconclusive = small, poorly fitted or top-dose-only effect, or another doubt; inactive = no such curve, though single readings can be large; an effect the other way counts as inactive or inconclusive.

SMILES	MLL CXXC-DNA inh	Giardia kill	KCNH2 3.1 inh	Coupling enz	B2AR arrestin	Menin MLL FP TR	hERG WT inh	USP2a inh	GALK inhibitor	TRPV1 agonist	PKM2 activator
COc1ccc(-c2nnn(CC(=O)NCCc3c[nH]c4ccccc34)n2)cc1OC	-1%	-3	6	1	-0.6%	.	-3	1%	-2%	.	-2%
Cc1cc(C)n2nc(C(=O)OCC(=O)c3ccc(F)cc3)nc2n1	.	-3	-2	.	0.0%	.	2	-1%	.	4	.
CN(CCOc1ccc(CC2SC(=O)NC2=O)cc1)c1ccccn1 (stereo not given)	-7%	-12&7	-21&9	2	.	3%	1&-12	.	.	.	.
CCc1ccc(-c2cc(C(=O)N3N=C(C(F)F)CC3(O)C(F)F)c3ccccc3n2)cc1 (stereo not given)	0%	-22	-7	0	-0.1%	-17%	-3	-11%	0%	13	1%
O=C(CCCCC(=O)NNC(=O)COc1ccccc1)NNC(=O)COc1ccccc1	8%	-10	8	-1	0.0%	?	0	-2%	1%	3	-2%
COc1ccc(S(=O)(=O)n2nc(-c3ccc(Cl)cc3)cc2N)cc1OC	14%	-9	-15	0	-0.1%	?	-17	-12%	0%	0	26%
COc1ccc(-n2c(C)ccc2C)c([N+](=O)[O-])c1	-6%	10	0	-2	-0.2%	2%	4	4%	8%	0	0%
O=C(O)C(CCCCNS(=O)(=O)c1ccc(F)cc1)NS(=O)(=O)c1ccc(F)cc1 (stereo not given)	3%&-8%	9&-10	12&-5	1&1	-1.1%&-0.1%	26%&-11%	-7	4%&0%	4%	-3&-3	.
Cc1ccc(CNC(=O)C2c3ccccc3C(=O)N3CCc4ccccc4C23)o1 (stereo not given)	-2%	-19	13	-3	-1.2%	-12%	4	-1%	2%	5	10µM*
O=C(COc1ncnc2ccc(Br)cc12)Nc1ccc(N2CCOCC2)cc1	-1%	1	-2	-1	0.2%	3%	4	-3%	0%	1	-5%
CCOC(=O)c1oc2c(CN3CCCCC3C)c(O)ccc2c(=O)c1-c1ccc(OC)c(OC)c1 (stereo not given)	-5%	-5	-4	6	0.0%	17%	2	0%	-1%	1	1%
O=C(NCc1ccc(F)cc1)C(c1ccncc1)N(C(=O)c1csnn1)C1CC1 (stereo not given)	-5%	6	2	3	-0.3%	-5%	12	1%	-2%	-3	0%
O=C(CCC(=O)N1CCOc2ccccc21)NCCCN1CCN(Cc2ccccc2)CC1	.	-22	-32	3	0.0%	-17%	51	-1%	.	1	5%
Cc1cccc(C(=O)NCCN(C)C)c1	1%	-13	2	3	-0.6%	7%	-3	2%	0%	-2	-2%
C[C@H](C(=O)CC(=O)OC(C)(C)C)[C@H](O)c1ccccc1	7%	11&11	15	-1&3	?	-16%&-14%	3	0%	.	2	8%
O=C(CN1CCN(c2nc(-c3ccccc3)cs2)CC1)NCc1ccc2c(c1)OCO2	0%	-10	-2	-1	-0.8%	-7%	4	0%	3%	9	3%
O=C(/C=C/c1ccc([N+](=O)[O-])cc1)N(c1ccccn1)C1CCCCC1	-4%	-17	15	7	-0.4%	-8%	6	-2%	9%	-5	14%
Cc1cccc(N(CC(=O)NC(C)(C)C)C(=O)CNC(=O)c2cccs2)c1	2%	-1	10	3	-0.2%	2%	3	9%	0%	-1	-2%
COc1cc2c(cc1OC)C(c1ccc(O)cc1)NCC2 (stereo not given)	1%	-16	1	0	0.3%	-13%	7	2%	7%	3	1%
CCOc1ccc(C(=O)CCC(=O)Nc2ncccc2O)cc1	.	-10	-3	.	0.1%	.	-7	0%	.	-1	.
CCc1ccc(CNCCSc2nnnn2C)cc1	5%	-10	6	-30	-0.5%	2%	4	0%	0%	1	-6%
O=C(NCCc1cccs1)C1CC(c2ccccc2F)=NO1 (stereo not given)	14%	4	.	3	-0.9%	.	.	7%	3%	3	-3%
COCCNC(=O)C(c1ccccc1F)N(C(=O)C(=O)NC1CCCC1)C1CCCCC1 (stereo not given)	1%	-25	1	-1	-0.3%	-6%	-14	5%	0%	0	-23%
COCCCNC(=O)CCCn1c(=O)[nH]c2ccccc2c1=O	-5%	4	3	0	-0.9%	14%	-4	3%	2%	-1	-7%
COC(=O)c1ccc2c(=O)n(CC3CCCO3)c(SCC(=O)Nc3ccccc3Cl)nc2c1 (stereo not given)	-17%	-13	-2	1	0.1%	?	-25	6%	0%	6	-3%
CC1CCc2sc(C(=O)NNC(=S)NC3CC3)cc2C1 (stereo not given)	-10%	-5	-6	.	-0.4%	.	2	-10%	2%	1	0%
Cc1ccc(NC(=O)Nc2nc(-c3ccc(C)s3)cs2)cc1	-4%	7	-5	-3	1.1%	?	-3	2%	.	?	0%
CCOC(=O)C1CCCN(C(=O)c2cccc(S(=O)(=O)N3CCCC3)c2)C1 (stereo not given)	.	0	-8	.	0.3%	.	-4	-1%	.	2	.
O=C(NCc1cccc(F)c1)c1cccc2c1C(=O)c1ccc(N3CCCC3)cc1S2(=O)=O	.	-8	9	.	0.0%	.	0	10%	.	.	.
COc1cccc2cc(C(N)=O)oc12	?	5	33	3	-0.2%	-18%	2	-1%	-1%	-4	-2%
COc1ccc(N2CCN(S(=O)(=O)c3cccc(C(F)(F)F)c3)CC2)cc1	11%	-24	-16	3	-0.1%	0%	8	1%	0%	7	-5%
Cc1cc(N)c2cc(NC(=O)/C=C/c3ccccc3Cl)ccc2n1	?	-17	?	2	-1.1%	.	16	?	8%	-2	-7%
CN(Cc1cccc(Cl)c1Cl)C(=O)CCNC(=O)c1ccco1	.	16	4	.	0.2%	.	0	-11%	.	.	.
Cc1ccc(S(=O)(=O)NCC2CCC(C(=O)NCCCN3CCCC3=O)CC2)cc1 (stereo not given)	3%	-7	2	.	0.4%	.	15	1%	-2%	0	.
CCOc1ccc(C2CC(=O)NC3=C2C(=O)CCC3)cc1Cl (stereo not given)	-5%	-11	4	-2	-2.2%	1%	8	1%	2%	-9	-16%
C=CCNS(=O)(=O)NC(=O)C1=C(N2CCCC2)COC1=O	.	3	-15	.	0.0%	.	0	2%	.	.	.
CSCCC(NC(=O)c1ccc(Cl)cc1Cl)C(=O)N1CC(C)OC(C)C1 (stereo not given)	.	12	-4	.	0.2%	.	-5	2%	.	1	.
CC(=O)Nc1ccccc1OCc1cnc(Cl)s1	0%	23	5	2	-0.5%	4%	-4	0%	7%	1	2%
CCOc1ccc(C(=O)NC(C)CCc2ccccc2)cc1 (stereo not given)	-1%	3	-14	0	-1.0%	1%	20	0%	.	28	-2%
COc1ccc2c(c1)c(=O)oc1cc(OCC(=O)NCC3CCC(C(=O)O)CC3)ccc12 (stereo not given)	-23%	-25	0	4	0.5%	?	1	1%	.	-5	2%
O=C(COC(=O)c1ccc(CO)cc1)Nc1ccc(OC(F)F)cc1	2%	0	-15	-1	0.3%	11%	9	2%	15%	0	-1%
CCOC(=O)c1[nH]c(C)c(C(=O)C(C)C)c1C	4%	-11	2	0	-0.5%	5%	22	3%	4%	2	9%
COc1cccc(NC(=O)CCC(=O)Nc2cc(OC)c(NC(=O)c3cccs3)cc2OC)c1	8%	-1	40	1	-0.2%	?	7	0%	11%	2	7%
COc1cc(OC)cc(-c2nc(=S)n3ccsc3n2)c1	0%	-3	-4	0	0.5%	?	-3	1%	0%	2	-6%
O=[N+]([O-])c1cc(Cl)ccc1N1CCOCC1	1%	-2	3	1	0.0%	14%	.	-10%	13%	-5	-2%
Cc1ccc2oc(=O)c3cc(C(=O)NCCCN4CCc5ccccc5C4)sc3c2c1	21%	?	-38	0	0.3%	0%	-3	-1%	.	5	-1%
S=c1[nH]nc(-c2ccc(Br)cc2)n1-c1ccc(Br)cc1	-14%	-1	13	5	-0.3%	-7%	-3	1%	4%	-4	6%
CC[C@H](C)C(N)c1cn([C@@H](CC(N)=O)C(=O)N2CCNCC2)nn1 (stereo not given in full)	.	6	-11	.	-0.1%	.	-8	2%	.	-6	.
O=C(NNC(=S)Nc1ccc(F)cc1)c1cccc([N+](=O)[O-])c1	-1%	17	-10	3	3.9%	.	-2	1%	0%	6	-8%
O=[N+]([O-])c1ccc(-n2ccnc2)cc1	-4%	-9	13	0	-0.7%	.	-10	-2%	-2%	.	5%
CCOCCCNC(=O)c1cc(-c2ccc(Br)s2)nc2ccccc12	?	11	-8	-1	0.2%	-3%	0	0%	-2%	1	.
COc1ccc(N2C(=O)C3C(C2=O)C2C=CC3C23CC3)c([N+](=O)[O-])c1 (stereo not given)	6%	2	.	-2	0.1%	-12%	-4	0%	5%	3	-1%

Not all compounds are listed; the hit share may differ from the screen's.
